Screens: PubChem, The Scripps Research Institute Molecular Screening Center
mABHD4 FP = inhibits mouse alpha/beta hydrolase domain 4; purified mABHD4, FP-Rh probe fluorescence polarization; inhibition, % at 8.92 µM; 370,000 tested, 0.54% active;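 active = inhibition exceeding the mean over every tested compound plus 3 SD, cut at about 30% in these data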;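 also: 0% = plate median of compound wells and 100% = S159A mutant with DMSO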
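Test system: mouse ABHD4 enzyme, wild type. Reagent: FP-Rh fluorescent activity-based probe, added after compound pre-incubation. Timing: pre-incubation 45 min, probe exposure 60 min, at 25 °C. Technique: FP readout, ex 525 nm / em 598 nm. Benchmarks: high control S159A mutant with DMSO, low control median of compound wells.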
HTRA1 inh = blocks human HTRA1 serine peptidase; Q92743; recombinant HTRA1, FP-rhodamine activity-based probe, fluorescence polarization; inhibition, % at 5.96 µM; 340,000 tested, 0.5% active; AID 504803; in the data active = inhibition above about 36%;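 also: 0% = enzyme with DMSO and 100% = wells lacking enzyme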
UHRF1 MBD2 ctr = human UHRF1 methylated DNA binding inhibitors; inhibition, % at 4.4 µM; UHRF1 binding to methylated oligo, TR-FRET; 370,000 tested, 0.75% active; in the data active = inhibition above about 21%;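 also: UHRF1 SRA domain binding a hemimethylated CpG hairpin DNA probe; 0% = median of test compound wells and 100% = reference inhibitor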
PG9 binder = PG9 antibody binding by small molecule. TR-FRET gp120-PG9 antibody binding. inhibition, % at 6.7 µM. 360,000 tested, 0.43% active. AID 624416; in the data active = inhibition above about 8.5%
LEDGF integ inh = blocks HIV-1 LEDGF/p75-dependent DNA integration; TR-FRET IN-LEDGF/p75 DNA integration, Eu/Cy5; inhibition, % at 3.7 µM; 370,000 tested, 0.64% active; AID 743269;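 active = inhibition above the screen-wide mean plus 3 SD, cut at about 13% in these data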;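 also: signal is the Cy5 over europium emission ratio at 671 and 618 nm; 0% = plate median of compound wells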
TCR-CD3 inh = human TCR-CD3 binding inhibition; 360,000 tested, 0.37% active; inhibition, % at 9.4 µM; TAMRA-labeled TCR probe fluorescence, biochemical; in the data active = inhibition above about 19%;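 also: recombinant mutant TCR 2C K166C tagged with TAMRA read by polarization; 0% = receptor in buffer alone and 100% = receptor with positive control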
PRMT1 inh = inhibitors of human PRMT1; Q99873; recombinant PRMT1, activity-based probe fluorescence polarization; inhibition, % at 2.79 µM; 370,000 tested, 1.3% active;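 active = inhibition above about 21% made by adding two undisclosed values, limit read from the data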
DDE Tn7 FP inh = DD(E)-Tn7 binding inhibition, primary FP screen | P02675 | FP displacement of FITC-Tn7 peptide from fibrin DD(E); 0% = median of compound wells per plate | inhibition, % at 8.3 µM | 370,000 tested, 0.13% active | AID 720508;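 active = inhibition above the mean of compounds falling within the control limits plus 3 SD of them, cut at about 14% in these data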;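 also: 0% = plate median of compound wells and 100% = 10 µM Aha-Tn7 peptide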
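Assay system: Human fibrin DD(E) protein | Medium: Tris buffer with calcium and detergent, pH 7.8 | Reagent: 0.1 µM fluorescent Tn7 | Compound dosing: Single point at 8.3 µM | Times: 10 min preincubation, 3 h with tracer, room temperature | Detection: Fluorescence polarization of the labelled Tn7 tracer | Controls: Aha-Tn7 high control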
TDP2 absorb = TDP2 (human) inhibition, absorbance primary screen; O95551; recombinant TDP2, T5PNP hydrolysis, p-nitrophenol absorbance 415 nm; inhibition, % at 12.8 µM; 370,000 tested, 0.34% active; AID 720702;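 active = inhibition above the mean of all tested compounds plus 3 SD, set per campaign, cut at about 25% in these data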;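 also: 0% = DMSO with enzyme and 100% = buffer with substrate but no TDP2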
Target sequence (O95551 whole entry, looked up): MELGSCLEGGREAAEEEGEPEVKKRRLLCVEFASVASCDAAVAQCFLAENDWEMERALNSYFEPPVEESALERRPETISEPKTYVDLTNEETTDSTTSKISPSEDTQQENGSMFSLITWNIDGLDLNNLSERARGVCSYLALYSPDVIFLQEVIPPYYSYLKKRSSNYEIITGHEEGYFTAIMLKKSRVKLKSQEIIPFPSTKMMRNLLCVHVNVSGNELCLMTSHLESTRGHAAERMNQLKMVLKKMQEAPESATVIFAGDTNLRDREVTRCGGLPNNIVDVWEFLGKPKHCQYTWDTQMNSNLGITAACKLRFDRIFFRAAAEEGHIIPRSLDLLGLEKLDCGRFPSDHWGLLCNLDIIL
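Test system: human TDP2 enzyme; Input: 120 nM TDP2 per well; Buffer or medium: Mg2+-containing Tris-HCl buffer, pH 7.5; Reagent: 5 mM T5PNP; Dosing: 12.8 µM single point, 1% DMSO; Incubation: reaction 2 h, 37 °C; Detection: p-Nitrophenol epi absorbance; Read-out: % inhibition relative to enzyme-containing and enzyme-free wells; Replicates: single well per compound.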
SIAE inh = human SIAE inhibition, primary screen | Q9HAT2 | SIAE FP-Rh probe binding, fluorescence polarization | inhibition, % at 9.66 µM | 370,000 tested, 0.69% active | AID 1053197;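 active = inhibition above a cutoff: mean of compounds within the control limits plus 3 SD of those, cut at about 17% in these data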;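 also: 0% = plate median of compound wells and 100% = probe without SIAE protein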
Target sequence (Q9HAT2 whole entry, looked up): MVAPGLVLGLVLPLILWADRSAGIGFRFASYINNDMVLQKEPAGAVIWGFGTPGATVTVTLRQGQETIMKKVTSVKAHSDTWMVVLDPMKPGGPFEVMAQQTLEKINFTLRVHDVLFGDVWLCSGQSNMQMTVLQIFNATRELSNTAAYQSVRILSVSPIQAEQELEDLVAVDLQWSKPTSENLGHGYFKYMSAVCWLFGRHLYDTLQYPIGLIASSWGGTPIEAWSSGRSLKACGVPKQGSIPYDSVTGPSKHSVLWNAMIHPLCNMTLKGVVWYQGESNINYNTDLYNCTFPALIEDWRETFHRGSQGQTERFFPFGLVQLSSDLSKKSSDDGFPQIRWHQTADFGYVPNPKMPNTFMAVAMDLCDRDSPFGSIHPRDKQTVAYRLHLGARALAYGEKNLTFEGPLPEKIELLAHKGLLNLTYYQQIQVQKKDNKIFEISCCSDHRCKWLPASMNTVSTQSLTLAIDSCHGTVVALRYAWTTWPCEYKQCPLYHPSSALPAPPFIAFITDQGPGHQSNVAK
An asterisk follows results filed as active.

Results for Cc1noc(C)c1COc1ccc(C(=O)NCc2ccccn2)cc1 ?
mABHD4 FP: 7; HTRA1 inh: -4; UHRF1 MBD2 ctr: -2; PG9 binder: 0.0; LEDGF integ inh: -1; TCR-CD3 inh: 6; PRMT1 inh: -2; DDE Tn7 FP inh: -4; TDP2 absorb: -11; SIAE inh: 4

Results for O=c1c2ccccc2nnn1COc1cccc2ccccc12 ?
mABHD4 FP: -11; HTRA1 inh: -30; UHRF1 MBD2 ctr: 1; PG9 binder: -0.2; LEDGF integ inh: -5; TCR-CD3 inh: -6; PRMT1 inh: 4; DDE Tn7 FP inh: -2; TDP2 absorb: -3; SIAE inh: -1

What do the screens show for `Cc1ccc(CCN2CC(C(=O)NCc3ccco3)CC2=O)cc1` (configuration not stated)?
mABHD4 FP: 0; HTRA1 inh: 1; UHRF1 MBD2 ctr: 1; PG9 binder: -0.2; LEDGF integ inh: -4; TCR-CD3 inh: -9; PRMT1 inh: 3; DDE Tn7 FP inh: 7; TDP2 absorb: 3; SIAE inh: -2

Results for CCOC(=O)[C@]12CCC=C1N(Cc1cccc3ccccc13)C(=O)[C@H](CC(=O)NCc1ccc(OC)c(OC)c1)C2 ?
mABHD4 FP: -8; UHRF1 MBD2 ctr: 2; PG9 binder: -2.1; LEDGF integ inh: -5; TCR-CD3 inh: -3; PRMT1 inh: 1; DDE Tn7 FP inh: -3; TDP2 absorb: 0; SIAE inh: -1

Results for CC1CCCCC1NS(=O)(=O)c1ccc2c(c1)CC(=O)N2C (configuration not stated) ?
mABHD4 FP: -2; HTRA1 inh: -5; UHRF1 MBD2 ctr: 2; PG9 binder: -1.5; LEDGF integ inh: 1; TCR-CD3 inh: 8; PRMT1 inh: -1; DDE Tn7 FP inh: 3; TDP2 absorb: 13; SIAE inh: -1

Results for CSC(=NC#N)N1CCN(c2ccccn2)CC1 ?
mABHD4 FP: 7; HTRA1 inh: 6; UHRF1 MBD2 ctr: 0; PG9 binder: -0.5; LEDGF integ inh: 2; TCR-CD3 inh: -4; PRMT1 inh: 1; DDE Tn7 FP inh: 3; TDP2 absorb: 0; SIAE inh: 3

How did Cc1ccc(S(=O)(=O)/C(C#N)=C/c2c[nH]c3ccccc23)cc1 do in these assays?
mABHD4 FP: -37; HTRA1 inh: -42; UHRF1 MBD2 ctr: 6; PG9 binder: 1.1; LEDGF integ inh: 5; TCR-CD3 inh: -5; PRMT1 inh: 3; DDE Tn7 FP inh: -3; TDP2 absorb: -12; SIAE inh: -23

What do the screens show for `Cc1ccc(S(=O)(=O)N(C)CC(=O)NNC(=O)CCNS(=O)(=O)c2cccc(C)c2)cc1`?
mABHD4 FP: 1; HTRA1 inh: 3; UHRF1 MBD2 ctr: 34*; PG9 binder: -0.7; LEDGF integ inh: -3; TCR-CD3 inh: -6; PRMT1 inh: 1; DDE Tn7 FP inh: 0; TDP2 absorb: 5; SIAE inh: 2

What do the screens show for `S=c1[nH]nc(-c2ccccc2)n1/N=C/c1cccc(Br)c1`?
mABHD4 FP: -3; HTRA1 inh: -6; UHRF1 MBD2 ctr: 1; PG9 binder: 0.0; LEDGF integ inh: -4; TCR-CD3 inh: 0; PRMT1 inh: 13; DDE Tn7 FP inh: 3; TDP2 absorb: -5; SIAE inh: 2

How did Nc1nnc(CCN2C(=O)CSC2=O)s1 do in these assays?
mABHD4 FP: 5; HTRA1 inh: 10; UHRF1 MBD2 ctr: -1; PG9 binder: 1.7; LEDGF integ inh: -2; TCR-CD3 inh: -6; PRMT1 inh: 1; DDE Tn7 FP inh: -12; TDP2 absorb: -1; SIAE inh: 0

What do the screens show for `CCc1cc2c(=O)[nH]c(Cc3ccc(Cl)cc3)nc2s1`?
mABHD4 FP: 4; HTRA1 inh: -2; UHRF1 MBD2 ctr: 6; PG9 binder: 3.6; LEDGF integ inh: 2; TCR-CD3 inh: -6; PRMT1 inh: -1; DDE Tn7 FP inh: -5; TDP2 absorb: -3; SIAE inh: 0

What do the screens show for `CC1=C(C(=O)OCCOC(C)C)C(c2cc3c(cc2Br)OCO3)CC(=O)N1` (configuration not stated)?
mABHD4 FP: -14; HTRA1 inh: 1; UHRF1 MBD2 ctr: 6; PG9 binder: 0.9; LEDGF integ inh: 0; TCR-CD3 inh: -7; PRMT1 inh: 5; DDE Tn7 FP inh: 0; TDP2 absorb: -16; SIAE inh: -4

What do the screens show for `O=C(Nc1cccc(-c2nc3ccccc3s2)c1)c1cc(=O)c2ccccc2o1`?
mABHD4 FP: 0; HTRA1 inh: -14; UHRF1 MBD2 ctr: -3; PG9 binder: -0.3; LEDGF integ inh: 0; TCR-CD3 inh: 3; PRMT1 inh: -3; DDE Tn7 FP inh: 1; TDP2 absorb: -2; SIAE inh: -2

How did COc1cccc(NC(=O)CN(C)C(C)C(=O)N2CCCC2)c1 (configuration not stated) do in these assays?
mABHD4 FP: 4; HTRA1 inh: 3; UHRF1 MBD2 ctr: -2; PG9 binder: -0.4; LEDGF integ inh: 0; TCR-CD3 inh: -10; PRMT1 inh: -4; DDE Tn7 FP inh: -4; TDP2 absorb: 4; SIAE inh: -2

How did Cn1nc(-c2ccccc2)c(C(O)c2ccc(Cl)cc2)c1Cl (configuration not stated) do in these assays?
mABHD4 FP: -5; HTRA1 inh: -16; UHRF1 MBD2 ctr: 1; PG9 binder: -3.3; LEDGF integ inh: 1; TCR-CD3 inh: 6; PRMT1 inh: -2; DDE Tn7 FP inh: -5; TDP2 absorb: -11; SIAE inh: -4

Results for Cc1nc(NC(=O)CC(C)C)sc1-c1csc(Nc2ccc(Cl)cc2Cl)n1 ?
mABHD4 FP: 6; HTRA1 inh: -6; UHRF1 MBD2 ctr: -4; PG9 binder: -3.4; LEDGF integ inh: 0; TCR-CD3 inh: 2; PRMT1 inh: 2; DDE Tn7 FP inh: -6; TDP2 absorb: -1; SIAE inh: 7

Results for Cc1ccc2oc(=O)c3cnn(CC(=O)NC4CCC(C)CC4)c3c2c1 (configuration not stated) ?
mABHD4 FP: -1; HTRA1 inh: 0; UHRF1 MBD2 ctr: 1; PG9 binder: -2.1; LEDGF integ inh: 1; TCR-CD3 inh: -1; PRMT1 inh: 0; DDE Tn7 FP inh: 3; TDP2 absorb: 2; SIAE inh: -3

How did CCc1ccc(CCNC(=O)OC2CCC23CCC(c2ccccc2)CC3)cc1 (configuration not stated) do in these assays?
mABHD4 FP: -6; UHRF1 MBD2 ctr: -3; LEDGF integ inh: -4; PRMT1 inh: 2; DDE Tn7 FP inh: 0; TDP2 absorb: 10; SIAE inh: -5

How did CC(=O)c1cc2c(cc1N/C(=N/S(=O)(=O)c1ccc(C)cc1)c1ccccc1)OCO2 do in these assays?
mABHD4 FP: 0; HTRA1 inh: 0; UHRF1 MBD2 ctr: -2; PG9 binder: 0.3; LEDGF integ inh: 0; TCR-CD3 inh: 3; PRMT1 inh: -1; DDE Tn7 FP inh: 5; TDP2 absorb: 3; SIAE inh: -1

How did CC1(C(=O)OCC(=O)c2c[nH]c3ccccc23)CC1(Cl)Cl (configuration not stated) do in these assays?
mABHD4 FP: -20; HTRA1 inh: -21; UHRF1 MBD2 ctr: 5; PG9 binder: 2.8; LEDGF integ inh: 6; TCR-CD3 inh: -6; PRMT1 inh: 1; DDE Tn7 FP inh: 5; TDP2 absorb: -4; SIAE inh: -2

What do the screens show for `CCC(C(=O)c1ccccc1)N(C(=O)c1ccccc1Cl)N1C(=O)C2C3C=CC(C3)C2C1=O` (configuration not stated)?
mABHD4 FP: 0; HTRA1 inh: -2; UHRF1 MBD2 ctr: 3; PG9 binder: -2.2; LEDGF integ inh: -2; TCR-CD3 inh: 2; PRMT1 inh: 1; DDE Tn7 FP inh: 5; TDP2 absorb: -1; SIAE inh: -1

What do the screens show for `CCN(CC)CCN(Cc1cc2cc3c(cc2[nH]c1=O)OCO3)C(=S)NC`?
mABHD4 FP: -3; HTRA1 inh: 5; UHRF1 MBD2 ctr: -3; PG9 binder: -1.8; LEDGF integ inh: 2; TCR-CD3 inh: -1; PRMT1 inh: -1; DDE Tn7 FP inh: 1; TDP2 absorb: 6; SIAE inh: -3

How did CCC(C)Nc1nc(N)c([N+](=O)[O-])c(Nc2cc(OC)ccc2OC)n1 (configuration not stated) do in these assays?
mABHD4 FP: 11; HTRA1 inh: -26; UHRF1 MBD2 ctr: -1; PG9 binder: 0.5; LEDGF integ inh: -3; TCR-CD3 inh: -10; PRMT1 inh: -2; DDE Tn7 FP inh: -5; TDP2 absorb: 3; SIAE inh: -6

Results for CC(=O)Nc1ccc(/C=C2\Sc3ccccc3C2=O)cc1 ?
mABHD4 FP: -12; HTRA1 inh: -5; UHRF1 MBD2 ctr: 9; PG9 binder: -2.3; LEDGF integ inh: -5; TCR-CD3 inh: -17; PRMT1 inh: 6; DDE Tn7 FP inh: -2; TDP2 absorb: -19; SIAE inh: -11

Results for COc1ccc(NC2=C(Cl)C(=O)N(CCc3ccccc3)C2=O)cc1 ?
mABHD4 FP: -4; HTRA1 inh: 3; UHRF1 MBD2 ctr: 3; PG9 binder: -2.5; LEDGF integ inh: -1; TCR-CD3 inh: 1; PRMT1 inh: -1; DDE Tn7 FP inh: -5; TDP2 absorb: 5; SIAE inh: 6

Results for Cn1nnnc1SCC(=O)NC(=O)NCc1ccccc1 ?
mABHD4 FP: 0; HTRA1 inh: 1; UHRF1 MBD2 ctr: 4; PG9 binder: -0.8; LEDGF integ inh: 1; TCR-CD3 inh: -1; PRMT1 inh: 0; DDE Tn7 FP inh: -1; TDP2 absorb: 5; SIAE inh: 2

Results for Cc1cccc(/N=C/c2nc(-c3ccccc3Br)oc2O)n1 ?
mABHD4 FP: 4; HTRA1 inh: -10; UHRF1 MBD2 ctr: -2; PG9 binder: 0.3; LEDGF integ inh: 7; TCR-CD3 inh: 3; PRMT1 inh: -3; DDE Tn7 FP inh: -2; TDP2 absorb: 6; SIAE inh: 1

Results for COc1cccc(C(=O)Cn2c(=O)n(CCC(=O)NCC3CCCO3)c(=O)c3cc(OC)c(OC)cc32)c1 (configuration not stated) ?
mABHD4 FP: -3; HTRA1 inh: 0; UHRF1 MBD2 ctr: 0; PG9 binder: 0.8; LEDGF integ inh: -3; TCR-CD3 inh: -7; PRMT1 inh: 6; DDE Tn7 FP inh: 7; TDP2 absorb: 2; SIAE inh: -3
